CHO-K1 Ca PAM: nonselective activator or artifact in parental CHO-K1 calcium assay; ATP EC20, Fluo-8 calcium fluorescence; 0% at ATP EC20, 100% at ATP max; activation, % at 3 µM; actives 0.02% (n = 360,000); AID 602247;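 active means activation above the run cutoff, the mean activation of all test compounds plus 3 SD, cut at about 40% in these data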;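 further: peak over basal fluorescence ratio in a 140 s read after ATP addition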
TAAR1 agonist: human TAAR1 agonism. Q96RJ0. CHO RD-HGA16 TAAR1, Fluo-8 calcium fluorescence; vehicle wells 0%, saturating PEA agonist 100%. activation, % at 3 µM. actives 0.99% (n = 360,000);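 active means activation above the mean activation of all test compounds in the run plus 3 SD, cut at about 38% in these data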
Target sequence (Q96RJ0 whole entry, looked up): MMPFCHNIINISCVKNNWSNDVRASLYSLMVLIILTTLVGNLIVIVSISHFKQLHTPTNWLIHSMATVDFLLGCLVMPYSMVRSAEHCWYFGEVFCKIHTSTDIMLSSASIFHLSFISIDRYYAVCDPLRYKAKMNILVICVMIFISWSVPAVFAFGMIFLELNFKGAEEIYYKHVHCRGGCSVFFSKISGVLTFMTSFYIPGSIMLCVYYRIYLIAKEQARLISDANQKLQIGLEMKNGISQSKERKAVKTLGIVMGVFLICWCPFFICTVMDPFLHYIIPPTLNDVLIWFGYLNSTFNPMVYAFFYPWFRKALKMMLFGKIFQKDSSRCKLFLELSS
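Test system: RD-HGA16 (CHO) cells co-expressing Gα16 and hTAAR1 | Doses: Single dose, 3 µM | Schedule: 17-24 h seeding, 75 min 37 °C dye, 30 min RT | Evaluation: % activation from peak over basal fluorescence ratio, DMSO-to-PEA scaled | Technique: Kinetic Fluo-8 calcium fluorescence | Benchmarks: Low control DMSO, high control PEA (EC100)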
OXTR potentiate: potentiates the human oxytocin receptor response | P30559 | actives 0.061% (n = 320,000) | activation, % at 3 µM | CHO-OTR cells, Fluo-8 calcium fluorescence, potentiator mode; 0% = oxytocin EC15, 100% = EC100;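 active means activation above that plate's cutoff, the mean activation of tested compounds plus 3 SD, cut at about 6.6% in these data, passing the limit was not always enough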;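 further: 100% uses oxytocin at 75 nM as the full agonist control; some results filed as inactive read as strong as hits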
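Replication – single well per compound, singlicate · Assay system – CHO cell line stably expressing human OTR · Timing – 6 min pre-incubation, 100 s read · Measure – normalized max/min fluorescence ratio, % activation · Doses – 3.0 µM, one dose · Detection – Fluo-8 calcium dye fluorescence · Probe or stimulus – oxytocin near EC15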
CHRM1 agonist: human M1 muscarinic receptor agonism | P11229 | AID 588814 | actives 0.33% (n = 360,000) | CHO-K1 hM1, Fluo-8 calcium fluorescence, agonist mode; 0% DMSO, 100% acetylcholine EC100 | activation, % at 3 µM;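 active means activation above the run's mean compound activation plus 3 SD, cut at about 16% in these data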;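 further: peak over basal fluorescence ratio within a 140 s kinetic read after compound addition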
Target sequence (P11229 whole entry, looked up): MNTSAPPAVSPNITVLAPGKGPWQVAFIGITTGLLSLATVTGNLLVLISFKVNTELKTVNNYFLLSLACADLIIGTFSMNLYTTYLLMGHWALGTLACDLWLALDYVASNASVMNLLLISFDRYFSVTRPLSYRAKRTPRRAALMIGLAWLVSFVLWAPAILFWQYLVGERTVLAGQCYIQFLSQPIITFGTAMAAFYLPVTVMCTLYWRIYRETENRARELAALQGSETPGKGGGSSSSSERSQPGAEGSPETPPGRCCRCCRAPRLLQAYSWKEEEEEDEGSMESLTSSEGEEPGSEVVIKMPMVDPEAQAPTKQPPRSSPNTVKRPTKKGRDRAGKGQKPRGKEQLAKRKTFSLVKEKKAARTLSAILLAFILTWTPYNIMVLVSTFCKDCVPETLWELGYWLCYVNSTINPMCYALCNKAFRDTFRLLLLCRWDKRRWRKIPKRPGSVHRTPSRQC
CHO-K1 Ca ag: counter-screen for M1 agonists: effect in parental CHO-K1 cells; Fluo-8 calcium fluorescence; scaled to maximal ATP response, vehicle zero; AID 602248; actives 0.48% (n = 360,000); activation, % at 3 µM; in the data active means activation above about 15%;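 further: untransfected CHO-K1 host cells lacking M1 receptor as counterscreen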
CHO-K1 Ca antag: nonselective inhibitor or artifact in parental CHO-K1 cells. ATP-induced calcium, Fluo-8 fluorescence. inhibition, % at 3 µM. actives 0.6% (n = 360,000);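 active means inhibition above a per-plate cutoff, the plate's mean sample inhibition plus 3 SD, cut at about 24% in these data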;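 further: 0% = DMSO plus EC80 ATP and 100% = DMSO alone without ATP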
V1aR counter: activates human V1a receptor in oxytocin agonist counter-screen | P37288 | CHO-V1R cells, Fluo-8 calcium fluorescence, agonist mode; 0% DMSO, 100% 3 nM vasopressin | activation, % at 3 µM | actives 0.25% (n = 320,000) | AID 2797;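 active means activation above the mean activation of all tested compounds plus 3 SD, per screening run, cut at about 20% in these data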;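 further: signal is peak over basal fluorescence ratio across a 100 second FLIPR read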
TAAR1 antag: human TAAR1 antagonism; Q96RJ0; CHO RD-HGA16 TAAR1, Fluo-8 calcium fluorescence, antagonist; inhibition, % at 3 µM; actives 1.5% (n = 360,000); AID 624466;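 active means inhibition above a per-plate cutoff, the mean inhibition of test compounds on that plate plus 3 SD, cut at about 49% in these data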;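 further: 0% = DMSO plus EC80 beta-PEA response and 100% = DMSO alone without agonist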
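test system = CHO RD-HGA16 cells bearing hTAAR1 | replication = singlicate | controls = DMSO-only wells and EC80 β-PEA-stimulated wells | reagent = EC80 β-phenethylamine stimulus | read-out basis = percent inhibition of PEA-evoked calcium signal, max/basal emission ratio | schedule = seeding 17-24 h prior, 75-min 37 °C, 30-min RT dye loading | signal = kinetic Fluo-8 calcium fluorescence measurement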
CHO parental Ca: counter-screen: ATP calcium response change in parental CHO cells | parental CHO-K1, ATP-induced calcium, Fluo-8 fluorescence | inhibition, % at 5.6 µM | actives 0.63% (n = 330,000);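 active means inhibition above that plate's mean sample inhibition plus 3 SD, cut at about 26% in these data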;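 further: 0% = ATP-challenged DMSO wells and 100% = DMSO wells without ATP; some compounds past the cut are filed as inactive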
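Material: parental CHO cells / Compound: single nominal dose of 5.6 µM per compound / Signal: Fluo-8 fluorescence / Replicates: singlicate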
Starred values were filed as active, the others as inactive; · = not tested or not shown.

The opening 2 compounds, ahead of the listing:
SMILES	CHO-K1 Ca PAM	TAAR1 agonist	OXTR potentiate	CHRM1 agonist	CHO-K1 Ca ag	CHO-K1 Ca antag	V1aR counter	TAAR1 antag	CHO parental Ca
CC(C)c1ccc(N(CC(=O)NCCCN2CCOCC2)S(=O)(=O)c2ccccc2)cc1	-4.0	4.8	·	-3.1	1.0	-4.1	·	-14.4	·
C=CCn1c(-c2cc(Cl)ccc2OC)n[nH]c1=S	22.0	5.5	-12.1	-4.0	1.5	-5.4	-0.9	-0.4	-4.8

Main list, from the first entry:
SMILES	CHO-K1 Ca PAM	TAAR1 agonist	OXTR potentiate	CHRM1 agonist	CHO-K1 Ca ag	CHO-K1 Ca antag	V1aR counter	TAAR1 antag	CHO parental Ca
CC(C)c1ccc(N(CC(=O)NCCCN2CCOCC2)S(=O)(=O)c2ccccc2)cc1	-4.0	4.8	·	-3.1	1.0	-4.1	·	-14.4	·
C=CCn1c(-c2cc(Cl)ccc2OC)n[nH]c1=S	22.0	5.5	-12.1	-4.0	1.5	-5.4	-0.9	-0.4	-4.8
COc1cc(CNc2ncnc3c2ncn3[C@H]2CN(Cc3ccc4c(c3)OCO4)C[C@@H](CO)O2)cc(OC)c1OC	-11.1	12.1	·	1.1	5.6	0.2	·	39.8	·
NNC(=O)COc1cccc(Oc2ccccc2)c1	16.6	3.1	-3.0	-5.0	0.4	-3.4	0.8	-11.7	-14.4
CCCCOc1ccc(-c2[nH]ncc2C=O)cc1	14.8	-1.3	-1.5	-6.6	9.9	0.6	-0.2	0.6	-0.1
O=C(c1nc2ccccn2c1CNCCCn1ncc2ccccc21)N1CCCC1	16.6	3.1	-4.5	-7.2	0.4	-7.2	-1.2	-22.5	-27.1
Cc1cc2oc(C(=O)Nc3ccc(S(N)(=O)=O)cc3)c(C)c2cc1Cl	-10.6	4.0	1.7	-2.6	-0.6	27.9*	0.7	10.1	-9.4
COc1ccc(CCNC(=O)c2cc(S(=O)(=O)N(C)C)ccc2N2CCCC2)cc1OC	0.0	1.1	-7.8	-4.3	1.6	-2.8	1.3	-7.1	-13.1
Cc1ccc(-c2cc3nc(-c4ccccc4)cc(NCCCO)n3n2)cc1	7.3	1.4	·	-2.6	0.8	-6.7	·	19.8	·
O=C(OCC(=O)N1CCCC1)c1cccs1	24.8	11.4	-10.9	-3.5	0.8	-15.7	1.3	4.0	-6.2
Cc1ccc(CC(CC(=O)O)C(=O)NCc2ccccc2)cc1 (stereo unspecified)	13.2	1.9	-4.8	-3.8	0.6	-2.8	0.7	9.3	-5.1
Cc1cccc(NS(=O)(=O)c2cccc(C(=O)NCC(C)(C)N3CCOCC3)c2)c1	3.6	2.4	-2.2	1.8	0.6	-3.8	0.7	-14.8	-10.2
Brc1ccccc1CN1CCC(N2CCCCC2)CC1	-5.8	2.2	-7.0	-3.2	0.9	5.0	-0.2	-1.3	-5.0
CC(=O)Cn1c(=O)oc2ccccc21	-17.2	4.3	-5.3	-1.0	4.5	0.7	-0.1	-6.6	-4.2
CCOc1ccc(S(=O)(=O)N(C)CC(=O)NCCN2CCOCC2)cc1	-1.2	-1.2	-1.9	-5.7	0.6	-10.7	0.7	-10.4	-6.9
CCOC(=O)C1=CCN(S(=O)(=O)c2ccc(C)cc2)C1c1cccc(C)c1 (stereo unspecified)	16.3	3.6	·	-8.0	0.3	4.5	·	12.7	·
CC(Nc1c([N+](=O)[O-])c(=O)oc2ccccc12)C(Cl)c1ccccc1 (stereo unspecified)	12.9	13.4	-5.7	0.5	2.2	-9.7	1.9	35.1	-6.2
CCC(NC(=O)c1oc2ccccc2c1COC)c1ccc(OC)cc1 (stereo unspecified)	-4.7	-0.6	-11.0	-3.4	-1.3	-18.2	-0.8	-10.2	-7.2
COC(=O)c1ccc(Cl)c(NC(=O)CN(c2ccccc2)S(=O)(=O)c2ccc(OC)cc2)c1	14.0	0.0	-6.8	-8.9	3.6	1.7	0.3	4.8	9.1
CC(=O)Nc1ccc(S(=O)(=O)CC(=O)CS(=O)(=O)c2ccc(NC(C)=O)cc2)cc1	-10.4	1.7	·	6.8	0.1	2.3	·	-6.2	·

Look-ups from the results shown.
Result of CC(=O)Cn1c(=O)oc2ccccc21 under CHO-K1 Ca PAM: -17.2
Result of CC(Nc1c([N+](=O)[O-])c(=O)oc2ccccc12)C(Cl)c1ccccc1 (stereo unspecified) under CHO-K1 Ca PAM: 12.9

More compounds follow.
SMILES	CHO-K1 Ca PAM	TAAR1 agonist	OXTR potentiate	CHRM1 agonist	CHO-K1 Ca ag	CHO-K1 Ca antag	V1aR counter	TAAR1 antag	CHO parental Ca
O=[N+]([O-])c1ccc2oc(/C=C/c3ccc(O)cc3)nc2c1	-11.1	1.7	·	0.5	1.2	17.3	·	5.2	·
CCS(=O)(=O)N1Cc2ccccc2CC1C(=O)Nc1ccccc1OC (stereo unspecified)	2.7	1.5	-5.4	-1.4	0.2	-14.5	-0.4	-0.7	-24.1
Cc1ccc(NC(=O)CN2C(=O)NC3(CCCCC3)C2=O)cc1S(=O)(=O)N1CCOCC1	17.2	1.0	1.1	-0.8	0.6	-10.0	0.7	-7.4	-9.8
C[C@@H]1CN([C@H](C)CO)C(=O)CCCn2nncc2CO[C@H]1CN(C)Cc1ccc(C(=O)O)cc1	1.6	3.0	·	0.6	-0.1	2.5	·	-31.6	·
CCOC(=O)C1CCCN(CC(=O)c2ccc(F)cc2)C1 (stereo unspecified)	-1.2	57.5*	-7.6	65.2*	6.1	1.1	-0.7	54.0*	-2.0
CN(c1ccccc1)S(=O)(=O)c1ccc(C(=O)NNC(=O)c2ccccc2)cc1	9.1	-0.8	-4.3	-2.5	-0.3	-1.6	1.1	0.4	-14.5
COc1cc(Nc2cc(C)nc3ncnn23)cc(OC)c1OC	6.2	0.3	6.3	-1.5	-0.3	0.7	0.5	-20.2	-2.6
O=C(NC1CCCCC1)NC1CCN(CC(=O)N2CCOCC2)CC1	9.2	0.0	-13.2	-1.2	0.0	2.9	-0.5	2.2	-0.4
CC/C(=C\C(=O)c1ccncc1)Nc1ccc(O)cc1	19.8	8.3	-8.0	-2.0	1.4	-8.3	1.6	8.3	-26.8
COc1ccc(-n2c(CCC(=O)O)ccc2-c2ccccc2)cc1	3.2	5.3	-2.4	-3.9	0.5	-11.4	0.0	-22.4	-13.4
O=C(CCN1CCCCC1)NNC(=S)NC(=O)c1ccc(Br)cc1	16.3	1.7	-8.2	-3.2	0.0	-7.8	-0.5	19.2	-9.6
O=C(C(O)c1ccc(Br)cc1)N1CCC(Nc2ccc3[nH]ncc3c2)CC1 (stereo unspecified)	12.1	1.6	·	-4.8	0.7	3.3	·	-18.0	·
COc1ccc(CN2CCC[C@]3(N[C@H](c4ccc(C)cc4)[C@@H]4C(=O)N(Cc5ccccc5)C(=O)[C@@H]43)C2=O)cc1	1.9	1.3	·	-3.7	0.8	0.5	·	-1.8	·
O=C(O)c1cccc(NC(=S)NC(NC(=O)c2ccccc2[N+](=O)[O-])C(Cl)(Cl)Cl)c1 (stereo unspecified)	6.8	1.0	-12.2	-10.8	-0.6	-1.4	-0.4	-15.6	-4.8
COc1cc(NC(=O)c2ccco2)c(OC)cc1NC(=O)CCC(=O)Nc1cccc(C)c1C	18.4	8.4	1.0	-2.7	1.8	-7.7	-1.0	1.9	-22.4
COc1ccc(/C(N)=N/OC(=O)c2ccco2)cc1OC	15.8	3.1	6.5	-6.8	0.0	-3.2	0.4	19.8	-1.3
CCOC(=O)C1(Cc2cccc(Cl)c2)CCCN(C(=O)c2cc(C)n(C)n2)C1 (stereo unspecified)	-17.8	1.1	-9.1	-3.0	0.4	9.1	2.7	-39.4	-24.1
COc1ccc(CCNS(=O)(=O)c2ccc3c(c2)NC(=O)CCS3)cc1OC	-10.6	3.1	-4.0	-2.5	0.4	-4.1	3.3	-8.6	-2.8
C=C1CCN([C@@H](CC(C)C)C(=O)Nc2ccc(OC)cc2)S(=O)(=O)c2ccccc21	6.4	9.8	-5.7	-6.1	-0.2	-11.8	-1.3	-13.2	-27.4
CCCS(=O)(=O)N1CCN(Cc2ccncc2)CC1	-7.9	0.3	-11.7	-5.2	-0.2	-1.3	-0.1	-15.0	-1.3
COc1ccccc1C(=O)NCC(=O)NCCc1ccc(Cl)cc1	-16.1	-1.5	-7.1	0.4	0.8	-14.0	0.0	-21.7	-22.5
COc1ccc(S(=O)(=O)N(C)C)cc1NCC(=O)Nc1cccc2ccccc12	21.7	1.9	-2.8	-2.2	1.8	-27.1	-1.5	-0.1	-9.2
CC(C)(C)NC(=O)COc1ccc(S(=O)(=O)N2CCCC2)cc1	-15.8	1.6	-15.9	-3.7	-0.4	4.7	0.3	11.6	-7.3
COc1cccc(OC)c1C(=O)Nc1cccc2c1CCCC2	0.7	1.3	-9.8	-1.2	-0.1	-7.3	0.5	-1.8	-2.7
O=[N+]([O-])c1cc(S(=O)(=O)NCCN2CCOCC2)ccc1Sc1nnnn1-c1ccccc1	22.7	6.1	-5.8	-12.6	3.4	-2.1	2.8	-3.9	-6.7
O=C(Nc1c2ccccc2nc2ccccc12)C(Cl)(Cl)Cl	2.8	·	-19.2	-1.9	0.1	5.4	0.5	·	1.1
CCOC(=O)C1CCCN(CC(=O)Nc2c(C(=O)OC)[nH]c3ccccc23)C1 (stereo unspecified)	3.6	5.8	-17.7	0.0	2.8	6.0	3.1	26.2	-16.7
Cc1cc(/C=C(\C#N)C(=O)NCc2ccco2)c(C)[nH]1	4.5	-3.4	-6.3	-2.3	-0.1	-2.8	-0.1	-0.4	-2.9
N#Cc1ccc(-c2ccccc2)nc1SCCN1CCOCC1	6.8	14.5	-4.9	-9.9	1.1	21.8	-0.2	-2.7	-19.8
COc1cc(/C=N/NC(=S)NCCN2CCOCC2)cc(OC)c1OC	-8.4	-0.9	-0.3	-0.2	0.4	2.6	0.8	-4.8	-19.3
C[C@H](CO)N1C[C@H](C)[C@@H](CN(C)S(=O)(=O)c2cccc(C#N)c2)OCc2cn(nn2)CCCC1=O	20.7	3.9	·	-4.1	-0.1	-12.7	·	0.3	·
N#Cc1nc(COc2ccccc2)oc1N1CCCC1	6.9	4.0	-8.9	-5.4	0.3	-0.6	0.2	-9.5	-10.6
O=C(Nc1ccc(CN2CCOCC2)cc1)c1ccccc1F	16.8	13.9	0.8	-5.0	0.2	-7.1	1.9	-1.5	2.8
Cc1cc(C2C(=O)NC(=O)C2=O)c(C)cc1Br (stereo unspecified)	11.1	0.0	·	-1.8	0.5	-9.8	·	-9.4	·
CC(C)(C)c1cc2nc(NCCc3ccc(S(N)(=O)=O)cc3)ccn2n1	-8.4	4.1	·	-8.8	0.2	5.9	·	-20.7	·

Compound activity: PubChem BioAssay, The Scripps Research Institute Molecular Screening Center

Random draw from the library; about 3.3% have a hit in one of these screens.
